Screening data deposited in PubChem BioAssay by several laboratories.
RGS8-Gao: modulates binding of RGS8 to human Galphao; multiplexed bead flow cytometry; actives lie on both sides; response (percent of control binding), % at 10 µM; 220,000 compounds, 0.34% hits; AID 1423; in the data active means response below about 60% or above about 140%; inactive means in between;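 further: Galphao activated as the GDP aluminium fluoride complex binding bead-coupled RGS8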
RGS4-Gao reg: modulates binding of RGS4 to human Galphao; Multiplexed bead flow cytometry; actives lie on both sides; P09471; binding response (% of control), % at 10 µM; 220,000 compounds, 0.33% hits; in the data active means binding response below about 49% or above about 150%; inactive means in between;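 further: fluorescent Galphao activated with aluminum fluoride binding bead-coupled RGS4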
ABCB1 inh: human ABCB1 inhibition, ABCG2 as counter-screen; P08183; CCRF-Adr cells, JC-1 efflux, flow cytometry; inhibition, % at 6.6 µM; 190,000 compounds, 0.067% hits; in the data active means inhibition above about 40%;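 further: 0% = vehicle and 100% = reference inhibitor; higher value means more JC-1 retained so stronger ABCB1 efflux block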
Target sequence (P08183 whole entry, looked up): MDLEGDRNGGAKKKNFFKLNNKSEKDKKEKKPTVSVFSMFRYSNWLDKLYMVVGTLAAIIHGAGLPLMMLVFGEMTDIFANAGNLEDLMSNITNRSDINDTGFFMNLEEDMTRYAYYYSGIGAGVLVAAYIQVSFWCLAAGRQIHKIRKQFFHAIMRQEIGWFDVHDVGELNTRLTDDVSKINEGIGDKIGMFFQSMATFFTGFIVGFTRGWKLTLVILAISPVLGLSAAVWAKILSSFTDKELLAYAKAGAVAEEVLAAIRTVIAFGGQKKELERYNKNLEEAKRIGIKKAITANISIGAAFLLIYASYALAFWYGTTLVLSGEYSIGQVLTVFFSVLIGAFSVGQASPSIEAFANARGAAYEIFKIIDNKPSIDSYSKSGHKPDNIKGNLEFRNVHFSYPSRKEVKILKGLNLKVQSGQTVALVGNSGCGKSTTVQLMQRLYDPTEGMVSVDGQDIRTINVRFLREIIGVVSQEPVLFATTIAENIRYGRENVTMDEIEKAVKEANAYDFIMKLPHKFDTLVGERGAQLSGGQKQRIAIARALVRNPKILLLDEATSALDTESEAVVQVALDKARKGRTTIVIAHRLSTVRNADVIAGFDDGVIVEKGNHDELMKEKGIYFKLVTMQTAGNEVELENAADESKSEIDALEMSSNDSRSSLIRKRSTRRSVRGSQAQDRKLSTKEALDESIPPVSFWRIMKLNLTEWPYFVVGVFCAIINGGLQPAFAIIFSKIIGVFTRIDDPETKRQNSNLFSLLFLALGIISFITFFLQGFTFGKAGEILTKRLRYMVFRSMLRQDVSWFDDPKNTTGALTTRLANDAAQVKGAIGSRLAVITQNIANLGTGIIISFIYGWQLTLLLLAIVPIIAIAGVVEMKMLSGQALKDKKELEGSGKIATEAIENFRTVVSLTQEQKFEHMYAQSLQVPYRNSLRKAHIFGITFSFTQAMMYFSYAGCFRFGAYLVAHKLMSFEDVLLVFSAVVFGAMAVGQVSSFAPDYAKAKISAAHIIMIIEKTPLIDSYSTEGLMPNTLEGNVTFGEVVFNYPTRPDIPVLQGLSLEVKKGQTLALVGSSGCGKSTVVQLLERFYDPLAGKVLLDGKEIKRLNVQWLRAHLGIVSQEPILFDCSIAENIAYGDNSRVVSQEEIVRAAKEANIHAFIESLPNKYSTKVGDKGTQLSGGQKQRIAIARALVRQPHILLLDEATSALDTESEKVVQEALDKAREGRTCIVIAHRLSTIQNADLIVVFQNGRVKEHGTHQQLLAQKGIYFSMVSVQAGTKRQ
Mcl1-Noxa inh: Mcl-1/Noxa interaction inhibition | Q07820 | TR-FRET Mcl-1/Noxa peptide binding, 2 h | inhibition, % at 21.7 µM | 220,000 compounds, 1.5% hits;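 active means compounds that cut the protein-peptide binding signal by more than 50% relative to plate controls in a single-dose test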;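 further: His-tagged Mcl-1 with rhodamine Noxa BH3 peptide and terbium anti-His antibody; 0% = Mcl-1 plus Noxa peptide wells and 100% = peptide-only wells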
RGS7-Gao: modulates binding of RGS7 to human Galphao | 220,000 compounds, 0.35% hits | Multiplexed bead flow cytometry; actives lie on both sides | binding response (% of control), % at 10 µM; in the data active means binding response below about 49% or above about 150%; inconclusive means no clear call, values can overlap the other calls; inactive means in between;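 further: fluorescent Galphao held in activated GDP-AlF4 state binding bead-coupled RGS7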
Mcl1 Bid PPI: Mcl-1/Bid interaction inhibition | Q07820 | TR-FRET Mcl-1/Bid-Dy647 peptide binding, 1536-well | inhibition, % at 21.7 µM | 220,000 compounds, 0.97% hits;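 active means compounds that cut the binding signal by more than half at the single screening dose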;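 further: His-tagged Mcl-1 with europium anti-His antibody binding Bid BH3 peptide; 0% = Mcl-1 plus peptide wells and 100% = peptide-only wells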
Pf gametocyte: inhibitors of late stage P. falciparum gametocyte viability | 150,000 compounds, 0.065% hits | inhibition, % at 10.9 µM | P. falciparum stage V gametocytes, ATP luminescence, 24 h | AID 743093;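 active means inhibition above the mean plus 3 SD of compounds within the control limits, set per campaign, cut at about 38% in these data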;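 further: 0% = DMSO wells and 100% = medium only without gametocytes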
ABCG2 block: human ABCG2 inhibition, ABCB1 as counter-screen | Q9UNQ0 | IgMXP3 cells, JC-1 efflux, flow cytometry | inhibition, % at 6.6 µM | 190,000 compounds, 0.1% hits | AID 1325;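 active means inhibition above 80%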;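 further: 0% = DMSO and 100% = nicardipine control wells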
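Times: 10 min at 25 °C | Test system: Two drug-resistant human cell lines, ABCG2 and ABCB1 | Quantity: 3 million cells/mL final, two lines in 1:1 ratio | Signal: Flow cytometry, 530 nm JC-1 signal | Dosing: Compound at 6.6 µM | Controls: Nicardipine and DMSO wells | Reagent: JC-1 as fluorescent efflux pump substrate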
Bim-Mcl-1: human Bim-Mcl-1 interaction inhibition. Bead-based flow cytometry, Bim peptide-Mcl-1 binding. inhibition, % at 10 µM. 190,000 compounds, 0.1% hits. AID 1009; in the data active means inhibition above about 40%;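 further: 0% = no compound tracer wells and 100% = peptide blocker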
GSH bead fluor: GSH bead compound fluorescence profile. GSH beads flow cytometry, compound fluorescence 488/530 nm; stronger effect = higher value. fluorescence (KMESF) at 10 µM. 190,000 compounds, 0.25% hits. AID 1776; in the data active means fluorescence above about 89;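 further: glutathione beads carrying GST-tagged Bcl family fusion proteins plus one bare bead set; values are compound well signal with DMSO vehicle wells as background; inactives centre near 16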
Avidin fluor: avidin bead compound fluorescence profile. Avidin beads, compound fluorescence 488/530 nm, flow cytometry; stronger effect = higher value. fluorescence (KMESF) at 10 µM. 220,000 compounds, 0.38% hits. AID 1775; in the data active means fluorescence above about 47; further: inactives centre near 10
Numbers without * were called inactive; ? = inconclusive; . = not tested or not shown. An unsorted share of the library. Share with any hit: about 3.3%.

SMILES	RGS8-Gao	RGS4-Gao reg	ABCB1 inh	Mcl1-Noxa inh	RGS7-Gao	Mcl1 Bid PPI	Pf gametocyte	ABCG2 block	Bim-Mcl-1	GSH bead fluor	Avidin fluor
NC(=O)CC(NC(=O)Cc1ccc(Cl)cc1)c1ccc(NCCc2ccccc2F)c([N+](=O)[O-])c1 (centres undefined)	97	93	.	-4	?	-39	1	.	.	.	8
CCS(=O)(=O)N1Cc2ccccc2CC1C(=O)Nc1ccc(C)cc1 (centres undefined)	116	112	0.4	-7	110	-17	-10	5	-2	12	7
COc1ccc(/C=C/C(=O)Nc2ccc(C34CC5CC(CC(O)(C5)C3)C4)cc2)cc1OC	105	102	-1.8	8	98	5	-4	-26	0	23	12
Cc1ccc(NC(=O)CSc2nc(NS(=O)(=O)c3ccccc3)cc(=O)[nH]2)cc1	97	99	-0.3	30	94	-15	.	-1	0	47	13
O=C(CSc1nc2ccc(Cl)cc2o1)NCc1ccc2c(c1)OCO2	92	89	-1.3	1	88	-58	-9	14	-143	37	3
Cc1ccc(SCCNS(=O)(=O)c2ccc3c(c2)OCCO3)cc1	102	101	-0.2	-5	109	-4	-45	11	0	19	45
O=C(NC(=S)Nc1ccccn1)c1cccc([N+](=O)[O-])c1	104	106	.	8	?	4	-6	.	.	.	10
CN1CCN(CC(=O)N2N=C(c3cccs3)CC2c2ccco2)CC1 (centres undefined)	104	104	0.8	12	101	-50	3	3	-1	7	4
Cc1cc(NC(=O)CSc2nc(-c3ccccc3Cl)nc3c2c(=O)n(C)c(=O)n3C)no1	101	102	2.2	-10	97	-4	-27	10	2	20	7
Cc1ccc(C)c(N2C(=O)CS/C2=N\NC(=O)c2ccccc2Cl)c1	94	90	0.3	4	87	-17	.	2	3	15	7
Cc1cc(C)cc(NC(=O)CCN2CC(C)OC(C)C2)c1 (centres undefined)	103	101	0.9	-11	101	-16	.	2	0	69	8
Nc1nonc1-c1nc2ccccc2n1Cc1ccc(F)cc1	93	103	0.7	18	99	-8	16	4	-7	27	3
Cc1nn(-c2ccccc2)c2sc(C(=O)N(Cc3ccco3)C(C)C(=O)NC(C)(C)C)cc12 (centres undefined)	100	101	11	-10	97	-2	-8	50	-5	36	16
CC(=O)Nc1cccc(NS(=O)(=O)c2cccc3nsnc23)c1	102	99	0.6	-2	101	-5	-9	2	-1	14	11
CCn1c(C(=O)N2CCC(C(=O)NCCCSC3CCCCC3)CC2)cc2sccc21	101	101	1.6	-5	97	-21	.	4	-4	29	6
NS(=O)(=O)c1ccc(CNC(=O)c2ccccn2)cc1	99	100	.	-5	?	-15	16	.	.	.	7
O=C(NC1CCCC1)C(c1ccccc1F)N(C(=O)c1ccco1)C1CCCC1 (centres undefined)	107	104	1.9	17	105	-7	.	2	0	44	10
CCc1ccc(NC(=O)CSc2nc3c(c(=O)n(C)c(=O)n3C)n2C)cc1	93	81	0.5	6	83	4	.	7	-3	17	6
CN(C)c1ccc(/C=C(\Cl)c2nc3ccccc3s2)cc1	102	104	-0.7	4	107	-13	.	-5	-2	13	15
COc1ccc(/C=C/C(=O)c2c(O)c(OC)c3occc3c2OC)cc1	110	103	1.0	9	105	-47	.	14	3	27	9
COc1ccccc1N1CCN(C(=O)C2CCN(S(=O)(=O)c3ccc(C)cc3)CC2)CC1	100	99	0.6	-1	103	-24	29	5	2	10	9
Cn1c(=O)c2c(nc(NCCCO)n2C/C=C/c2ccccc2)n(C)c1=O	99	101	1.2	-19	98	7	.	35	-5	31	11
C/C(CC(=O)Nc1ccccc1C)=N\NC(=O)Cc1csc(N)n1	98	101	-0.1	4	98	-50	.	0	-1	16	11
CCN(CC)S(=O)(=O)c1cccc(-c2nnc(SCCOc3ccc(Cl)cc3)o2)c1	97	95	1.5	2	94	-6	.	8	4	28	14
O=C(Nc1nnc(-c2ccc(F)cc2)s1)C1CCN(S(=O)(=O)c2ccc(Cl)cc2)CC1	94	94	-0.1	-15	95	-7	-3	1	-1	10	5
Cc1cccc(S(=O)(=O)NCC2CCCO2)c1 (centres undefined)	102	101	0.0	-1	99	-43	-46	0	6	7	9
O=C(COC(=O)CCC(=O)c1ccc2c(c1)OCCO2)NCc1ccc2c(c1)OCO2	98	99	1.1	16	100	-25	.	8	-3	24	17
Cn1cccc1C(=O)C(=O)Nc1ccc(Cl)cc1	94	98	1.0	3	95	-9	-6	14	-3	32	7
CCCNS(=O)(=O)c1ccc(C(=O)NCC2CCCO2)cc1 (centres undefined)	98	98	-0.1	5	94	7	.	-1	0	31	7
CC1(C)Cc2ccccc2-c2nnc(SCC(=O)Nc3nc4ccccc4s3)n21	101	103	0.7	-24	98	31	28	0	4	59	7
O=C(CNC(=O)c1cccs1)NCC(=O)OCC(=O)c1ccc([N+](=O)[O-])cc1	90	94	-0.4	14	98	-4	.	-5	1	25	7
O=S(=O)(Cc1ccccc1)N1CCCC(c2nc(-c3ccc(F)cc3)no2)C1 (centres undefined)	101	100	0.2	4	100	-10	-18	1	-1	10	10
O=C(Cc1c(O)c2ccccc2[nH]c1=O)NCc1ccccc1	91	91	-0.1	9	93	-16	.	0	3	9	5
Cc1ccc(Cc2cnc(NC(=O)C3CCCO3)s2)cc1 (centres undefined)	101	100	0.4	8	104	-12	9	1	0	21	13
Cc1ccc(S(=O)(=O)N2CCC(=O)N(C(CO)C(C)C)CC2)cc1 (centres undefined)	101	109	0.1	4	109	3	.	3	-1	18	7
Cc1cc(Nc2ccc(Br)cc2)n2nc(C)nc2n1	109	99	0.1	6	102	1	.	3	13	11	22
Cc1cc(C(=O)Nc2ccc(Cl)cc2)c(C)n1Cc1cccs1	97	94	.	2	?	-30	9	.	.	.	6
CC(C)(C)NC(=O)N1CCC(CO)(Cc2ccccc2Cl)CC1	99	97	0.5	33	?	-18	5	4	-1	12	9
CC(C)(C)NC(=O)C(c1c[nH]c2ccccc12)N(C(=O)Cn1nnc(-c2ccc(F)cc2)n1)c1cccc(O)c1 (centres undefined)	108	106	-0.5	14	103	-38	13	-3	1	10	7
O=C(Cn1c(=S)[nH]c2ccccc21)c1ccccc1	103	104	1.0	33	111	-39	.	2	-9	9	14
COc1ccccc1N1CCN(/N=C/C(Cl)=C/c2ccccc2)CC1	99	99	.	11	?	34	3	.	.	.	7
O=C(c1ccc(N2CCC3(CC2)OCCO3)c([N+](=O)[O-])c1)N1CCOCC1	98	98	0.8	2	98	-20	.	4	-7	15	13
O=C(Nc1cccn2ncnc12)C(Cl)Cl	103	102	-0.3	4	103	-8	.	8	-1	37	13
Cn1ncc2c(Nc3ccccc3Cl)nc(Cl)nc21	101	102	.	11	?	-4	.	.	.	.	6
O=C(O)c1ccc2cc[nH]c2c1	99	98	0.1	21	97	-13	.	1	0	11	33
CCCC(C)C(=O)NCc1ccccc1OC (centres undefined)	97	94	0.8	15	95	-3	.	2	-4	11	13
CC(=O)c1cccc(NC(=O)CCNS(=O)(=O)c2cccc(C(C)=O)c2)c1	100	99	0.5	-7	95	-21	7	15	0	13	6
C=CCNC(=O)c1onc(CSc2ccccc2C)c1C(=O)O	96	98	0.4	-2	94	6	-5	1	0	31	10
Cn1cc(C(=O)N/N=C/c2ccc3c(c2)OCO3)c2ccccc21	102	103	.	-2	?	1	-18	.	.	.	7
CC(Oc1ccc(C(=O)NCCc2ccccc2)cc1)C(=O)O (centres undefined)	102	103	-0.1	-1	101	-31	.	0	6	6	10
Cc1cccc(NC(=S)NC(=O)/C=C/c2ccco2)c1	91	97	0.2	40	93	-40	19	4	1	28	6
COC(=O)c1cc(Br)c(=O)n(-c2ccccn2)c1	93	103	-0.1	-4	120	3	12	2	-5	16	25
O=C(NCc1ccc2c(c1)OCO2)C(=O)NCC1CCCO1 (centres undefined)	100	103	2.1	13	98	-28	-14	7	1	23	10
COc1ccc(OCC(=O)Nc2cccc(-c3nc4ccccc4o3)c2)cc1	103	101	0.4	7	104	31	-8	9	0	30	13
COc1ccc(C/C(N)=N/OC(C)=O)cc1OC	103	105	0.3	-2	101	-13	2	3	-1	7	17
CC(C)(C)NC(=O)C(=O)NN=C1CCCCCCC1	104	99	-0.6	-2	101	-24	-36	-3	1	12	3
COc1ccc(Nc2c3c(nc4c(-c5ccccc5)c(C)nn24)CCC3)cc1	101	101	1.0	9	98	-18	.	8	-1	12	14
COC(=O)c1ccc2ccn(CC(=O)NC3CCCCC3)c2c1	101	99	0.9	13	101	-8	.	11	-5	35	22
COc1ccc(-c2noc(CSc3nc(N)c(-c4ccccc4)c(=O)[nH]3)n2)cc1	98	102	0.1	2	100	-8	10	0	-4	20	7
CCN1CCN(C(=O)c2cc3c(-c4ccc(Cl)cc4)nn(C)c3s2)CC1	96	97	2.2	10	96	-21	.	2	0	23	7
The results go on.
SMILES	RGS8-Gao	RGS4-Gao reg	ABCB1 inh	Mcl1-Noxa inh	RGS7-Gao	Mcl1 Bid PPI	Pf gametocyte	ABCG2 block	Bim-Mcl-1	GSH bead fluor	Avidin fluor
O=C(OCCN1CCCC1=O)c1cncc(Br)c1	101	98	0.1	16	97	5	.	1	-2	11	7
CCCC(=O)N1CCN(c2ccc(NC(=O)c3sc4ccccc4c3Cl)cc2)CC1	99	96	0.9	11	97	-3	.	21	-2	31	10
Cc1ccc(S(=O)(=O)N(C)C)cc1NC(=O)C1CCC1	98	98	.	-2	?	-20	-20	.	.	.	6
CCOC(=O)c1c(C)oc2c(CC(=O)c3ccccc3)c(Cl)c(O)c(O)c12	103	104	-1.4	36	104	-20	-9	-10	-1	6	12
CC1=C/C(=C/N(C)C)C(=O)O1	102	100	0.0	4	101	-37	.	-1	2	10	25
O=C(Cn1c(=O)sc2ccccc21)N1CCOCC1	99	99	0.1	4	100	-4	.	0	-1	15	7
CC(C)[C@H](NC(=O)c1ccco1)C(=O)OCC(=O)c1ccc2c(c1)NC(=O)CO2	110	104	0.0	4	103	-18	.	3	0	18	7
Cc1ccc(C(=O)N/C(=C/c2cccs2)C(=O)NCCc2c[nH]c3ccccc23)cc1	101	99	0.0	6	102	-43	15	1	0	13	13
COc1ccc(NC(=O)Cc2cccc(F)c2)cc1S(=O)(=O)Nc1ccccc1Cl	104	105	.	-6	?	12	-30	.	.	.	10
Cc1ccn2cc(C34CC5CC(CC(C5)C3)C4)nc2c1	102	102	0.1	3	99	-57	7	1	0	23	12
COc1ccc(CCNC(=O)CN(CCc2ccccc2)S(C)(=O)=O)cc1OC	101	103	1.1	12	101	-5	12	2	-1	16	9
